ROC1-CUL1 inh: inhibitors of human ROC1-CUL1 ubiquitin ligase activity. in vitro K48 di-Ub FRET, acceptor:donor ratio, 45 min. inhibition, % at 10 µM. 140,000 compounds, 0.6% hits. P62877+Q13616; in the data active means inhibition above about 25%
Target sequence (P62877 whole entry, looked up): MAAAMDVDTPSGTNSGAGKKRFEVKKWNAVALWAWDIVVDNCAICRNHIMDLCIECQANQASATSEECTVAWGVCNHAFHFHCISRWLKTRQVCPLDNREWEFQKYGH
Target sequence (Q13616 whole entry, looked up): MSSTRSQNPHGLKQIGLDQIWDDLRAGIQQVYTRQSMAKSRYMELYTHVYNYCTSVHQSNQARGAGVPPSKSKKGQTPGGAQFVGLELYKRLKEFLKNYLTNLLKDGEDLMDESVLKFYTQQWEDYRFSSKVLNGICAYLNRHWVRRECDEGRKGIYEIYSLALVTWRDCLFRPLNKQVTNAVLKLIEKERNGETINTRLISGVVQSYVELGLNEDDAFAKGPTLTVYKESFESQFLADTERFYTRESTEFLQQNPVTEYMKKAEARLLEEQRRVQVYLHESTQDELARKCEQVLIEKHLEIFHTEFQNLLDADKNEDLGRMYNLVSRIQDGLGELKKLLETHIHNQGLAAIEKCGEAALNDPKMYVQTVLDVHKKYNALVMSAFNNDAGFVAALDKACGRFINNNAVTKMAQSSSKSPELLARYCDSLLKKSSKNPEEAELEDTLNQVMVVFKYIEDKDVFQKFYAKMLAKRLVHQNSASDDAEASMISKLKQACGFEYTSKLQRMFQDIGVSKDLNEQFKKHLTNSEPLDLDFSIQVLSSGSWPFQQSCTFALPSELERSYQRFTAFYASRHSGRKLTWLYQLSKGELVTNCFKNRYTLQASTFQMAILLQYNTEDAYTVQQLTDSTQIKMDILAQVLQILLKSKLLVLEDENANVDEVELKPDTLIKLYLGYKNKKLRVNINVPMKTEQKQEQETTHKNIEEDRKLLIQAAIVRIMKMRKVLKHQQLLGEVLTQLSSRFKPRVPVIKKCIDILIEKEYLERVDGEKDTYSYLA
* marks the source's active call; other numbers are inactive results. Some of the compounds tested (hit frequency here may not be typical).

SMILES | ROC1-CUL1 inh
O=C(c1ccc2c(c1)N(Cc1ccccc1F)C(=O)c1ccccc1S2(=O)=O)N1CCCCCC1 | -6
CCOc1ccc(NC(=O)[C@H]2O[C@@H]3OC(C)(C)O[C@@H]3[C@H]3OC(C)(C)O[C@H]32)cc1 | -9
Cc1ccc(-n2cnnn2)cc1N | -3
CCc1ccc(NC(=O)CN2CCCCCC2)cc1 | 12
C=CCSc1nnc2n(-c3ccccc3)c(=O)c3c4c(sc3n12)CCCC4C (stereo unspecified) | 15
Cc1ccc(CN(Cc2ccco2)C(=O)COc2ccc(C(C)C)cc2)cc1 | -4
COc1cc2nc(N(C)C)c(CNCc3ccc(Cl)cc3)cc2c(OC)c1OC | 11
N#Cc1c(C(F)(F)F)cc(-c2cccs2)nc1SCC(=O)Nc1ccccc1 | 2
CC(C)CN(CCCNC(=O)c1cc(-c2ccc(Br)s2)nc2ccccc12)CC(C)C | -1
Cc1c(CC(=O)NC(C)CO)c2c(n1Cc1ccccc1F)CCCC2=O (stereo unspecified) | 9
COc1ccc(C(=O)OCc2ccc3ccccc3n2)cc1OCc1ccc2ccccc2n1 | 1
CC1=C(C(=O)Nc2ccccc2C)C(c2cccs2)n2c(s/c(=C/c3ccc(-c4cccc(Cl)c4)o3)c2=O)=N1 (stereo unspecified) | -18
COC(=O)C(Cc1c[nH]c2ccccc12)NC(=O)COc1ccc2c(C)cc(=O)oc2c1 (stereo unspecified) | 0
CCOC(=O)c1nc(Nc2ccc(C(C)=O)cc2)c2ccccc2n1 | 8
COc1ccc(C2C=NN(c3ccccc3)C2=O)cc1 (stereo unspecified) | -2
O=C(COc1ccccc1)N[C@@H]1c2ccccc2C2(CCN(Cc3cc(Cl)ccc3O)CC2)[C@H]1O | 0
CSc1nc2nncc(SC)c2[nH]1 | -1
O=C1N(c2ccccc2)C(c2ccccc2)C1(F)F (stereo unspecified) | -3
CCN(CC)S(=O)(=O)c1ccc(NC(=O)[C@H](CCSC)N2Cc3ccccc3C2=O)cc1 | 0
Cc1c(C(N)=O)sc(NC(=O)c2cccnc2Cl)c1C(=O)OC(C)C | 0
Cc1ccc(-c2nn3c(C)nnc3s2)cc1NC(=O)c1ccc(OC(C)C)cc1 | -3
CCS(=O)(=O)c1ncc(CN2C[C@@H](C)O[C@@H](C)C2)n1Cc1ccccc1 | 5
COc1cc(OC)c(NC(=O)N=C2C(=O)N(c3ccccc3)N(C)C2C)cc1Cl (stereo unspecified) | -2
CC1(O)CSC2=C(C(N)=O)C(c3ccccc3)C(C#N)C(=N)N21 (stereo unspecified) | 5
Cc1sc(=NC(=O)c2ccco2)n(C)c1-c1ccccc1 | 3
(continued)
SMILES | ROC1-CUL1 inh
CCCCN(CCCC)CCCN1C(=O)C(=O)C(C(=O)C(C)(C)C)C1c1ccc(O)c(OC)c1 (stereo unspecified) | 5
COc1ccc(-c2cn3cccnc3n2)cc1NC(=O)COc1ccccc1 | -8
c1ccc(-n2ncc3c2-c2[nH]c4ccccc4c2CC3)cc1 | 6
O=C(Cn1cnnn1)NCCCN1CCOCC1 | -4
CN(C)C(=O)CN1CCN(C(=O)CC(c2ccccc2)c2ccccc2F)CC1 (stereo unspecified) | -6
O=C(CCN1CCCCC1)Nc1ccc(OC(F)(F)Cl)cc1 | -1
COc1ccc(C(=O)n2nc(-c3ccc(Cl)cc3)nc2SC)cc1 | -6
COc1ccccc1OCC(=O)O | -1
COC(=O)c1ccc(Cl)cc1NC(=O)Nc1nnc(N2CCCC2)s1 | -7
Cc1nn(-c2cc(Cl)nc(-c3ccccc3)n2)c(N)c1C#N | -1
CC(=O)Nc1ccc(CN2CCC(c3cccc(F)c3)Sc3ccccc32)cc1 (stereo unspecified) | 5
O=C(COc1ccc(Br)cc1C1C2=C(CCCC2=O)OC2=C1C(=O)CCC2)Nc1ccccc1 | 2
COC(=O)CCCC(=O)N1CCC(CCC(=O)NCc2cccnc2)CC1 | -2
COc1ccc(CCNC(=O)C(=O)NCC(c2cccnc2)N2CCN(c3ccccc3)CC2)cc1 (stereo unspecified) | -5
CCc1ccc(OCC(=O)Nc2ccc(S(=O)(=O)N3CCN(C)CC3)cc2)cc1 | 3
CCOc1ccc(C(=O)Nc2nnc(SCc3ccc(Cl)cc3)s2)cc1 | 12
CCOC(=O)c1ccccc1NC(=O)c1sc2ncn(CC)c(=O)c2c1C | 5
O=C(NCc1ccccc1)C1CCCN(C2CCN(C(=O)C3CCC3)CC2)C1 (stereo unspecified) | -9
CC1=NC(=O)C(C(=O)c2ccccc2O)=CC1C(=O)O (stereo unspecified) | 4
Cc1nn2c(Cc3ccccc3C)nnc2s1 | -6
O=c1[nH]cnc2cc(-c3ccc([N+](=O)[O-])cc3)sc12 | -6
COc1ccc(NC(=O)Cn2c(=O)n(Cc3nc(-c4ccccc4)no3)c(=O)c3ccccc32)cc1Cl | -3
O=C(NCc1ccsc1)C1CCCN(C2CCN(C(=O)C3CC3)CC2)C1 (stereo unspecified) | 1
O=[N+]([O-])c1ccc(-c2ccc(-c3ccc([N+](=O)[O-])cc3)c([N+](=O)[O-])c2)cc1 | -4
COc1ccc(NC(=O)C2CCCN2C(=O)OC(C)(C)C)cc1 (stereo unspecified) | 2

Reprinted from the entries so far (2 entries):
SMILES | ROC1-CUL1 inh
CCCCN(CCCC)CCCN1C(=O)C(=O)C(C(=O)C(C)(C)C)C1c1ccc(O)c(OC)c1 (stereo unspecified) | 5
COc1ccc(-c2cn3cccnc3n2)cc1NC(=O)COc1ccccc1 | -8

Other records follow.
SMILES | ROC1-CUL1 inh
CC(=O)Oc1ccccc1NP(=O)(c1ccccc1)c1ccccc1 | -6
CCOC(=O)c1c(-c2ccc(OC)c(OC)c2)csc1NC(=O)c1ccc(C)cc1 | -3
COc1ccc(/C=C2\SC(N3CCCC3)=NC2=O)cc1 | -7
COc1ccc(OC)c(NS(=O)(=O)c2ccc(-n3cccn3)cc2)c1 | -1
N#CC1(C#N)[C@H](c2ccsc2)[C@@H](C(=O)C23CC4CC(CC(C4)C2)C3)N2c3ccc(Cl)cc3C=C[C@@H]21 | 14
COc1cccc(CSc2nc3cc(C(=O)NC4CCCC4)ccc3c(=O)n2Cc2ccccc2)c1 | -10
Cc1ccc(C(=O)NC(C)c2nnc(SCC(=O)Nc3ccccc3F)n2C)cc1 (stereo unspecified) | 2
COc1ccccc1CNC(=O)CSc1nc(-c2cccs2)cc(C(F)(F)F)n1 | -7
CCn1nc(C(=O)Nc2ccccc2C)c(Cl)c1Cl | 5
CC1(C)COCN1C(=O)c1ccc(C2CCCN2)s1 (stereo unspecified) | -13
Cn1nnnc1SCc1ccc(C#N)cc1 | 13
CCn1c(COc2cccc(C)c2)nnc1SCC(=O)Nc1cc(Cl)ccc1Cl | 1
S=c1[nH]ccn1Cc1ccccc1 | 0
COC(=O)c1c(C)nn(-c2ccc(F)cc2)c1-n1cccc1 | 4
CCC(N1C(=O)NC(NC(=O)c2cccc(C)c2)(C(F)(F)F)C1=O)C12CC3CC(CC(C3)C1)C2 (stereo unspecified) | -7
COc1cccc(C(=O)COc2ccc(NC(=O)c3ccccc3)cc2)c1 | 2
Cc1cc(=O)oc2c(C3=Nc4ccccc4SC(c4cccs4)C3)c(O)ccc12 (stereo unspecified) | -2
CCOC(=O)C1CCN(C(=O)CSc2n[nH]c(-c3ccccc3Cl)n2)CC1 | -5
O=C(NCc1ccco1)c1ccc2c(c1)N(Cc1ccc(F)cc1)C(=O)c1ccccc1S2(=O)=O | -6
CCOc1ccc(NC(=O)CSc2n[nH]c(N)n2)cc1 | 2
COc1ccc(C(=O)N(Cc2ccc(C(C)C)cc2)C2CCS(=O)(=O)C2)cc1 (stereo unspecified) | -5
Cc1cccc(N2CCN(C(=O)Cn3ncc4c([nH]c5ccccc54)c3=O)CC2C)c1 (stereo unspecified) | 4
CNC(=S)N/N=C\c1ccc(OCC(=O)Nc2ccccc2OC)cc1 | 4
CC(C)NC(=O)CSc1nc(-c2ccccc2)cc(C(F)(F)F)n1 | -5
O=C(O)c1cc2cc(C(=O)O)sc2s1 | 6

An excerpt of these results, as labelled records.
> O=C(CCN1CCCCC1)Nc1ccc(OC(F)(F)Cl)cc1
  ROC1-CUL1 inh: -1

> COc1ccc(C(=O)n2nc(-c3ccc(Cl)cc3)nc2SC)cc1
  ROC1-CUL1 inh: -6

> COc1ccccc1OCC(=O)O
  ROC1-CUL1 inh: -1

> COC(=O)c1ccc(Cl)cc1NC(=O)Nc1nnc(N2CCCC2)s1
  ROC1-CUL1 inh: -7

(more compounds)
SMILES | ROC1-CUL1 inh
Cc1cnc(C)c(N2CCN(c3nc4nonc4nc3N3CCCCC3)CC2)n1 | 3
Cn1nnnc1Sc1ccnc2cc(C(F)(F)F)ccc12 | 13
COc1cc(C(=O)Nc2ccc(-c3cn4cccc(C)c4n3)cc2)cc(OC)c1OC | -11
CCOc1ccccc1NC(=O)Cn1c(=O)n(-c2ccc(F)cc2)c(=O)c2c3c(sc21)CN(C(C)=O)CC3 | -6
Cc1ccc(S(=O)(=O)N2CCC(=O)c3cc(C)ccc32)cc1 | 0
Cc1cc(CN)sc1-c1ccccc1 | 5
O=C(Cn1ncn2c(cc3sccc32)c1=O)NCCc1ccccc1 | -5
O=c1c2cc(Cl)ccc2nc2sc3cc(Cl)ccc3n12 | 2
O=C(CN1CCSc2ccccc21)N1CCN(c2ccc(F)cc2)CC1 | 2
COc1ccc(Br)cc1CN1C(=O)c2ccccc2C1C(=O)NC1CCCCCC1 (stereo unspecified) | -8
Cc1ccc(S(=O)(=O)Oc2ccc(/C=N/NC(=O)c3ccncc3)cc2)cc1 | 3
CCN(CC)CCCNC(=O)CN1N=C(c2ccc(OC)cc2)CCC1=O | -1
Cc1ccc(C(=O)Nn2c(CCC(=O)O)ccc2-c2ccc(Cl)cc2)cc1 | -15
O=C(CC1N=C2c3ccccc3N=C(SCC(=O)Nc3cccc(C(F)(F)F)c3)N2C1=O)NCc1cccs1 (stereo unspecified) | -1
Cc1ccc(OC(=O)c2ccco2)c(C)c1 | 0
CNC(=O)c1nc(C2CC(=O)N(c3cccc(Cl)c3)C2)[nH]c1C (stereo unspecified) | 7
CCCC(=O)Nc1ccc(-c2ccc(Br)cc2)cc1 | 3
CCOC(=O)C1CCCN(C(=O)Cn2ncc3c4ccccc4n(Cc4ccccc4)c3c2=O)C1 (stereo unspecified) | 0
COc1ccc(Cc2nnc(NC(=O)CS(=O)(=O)Cc3ccccc3)s2)cc1 | 4
Cc1cc(S(=O)(=O)N2CCOCC2)c(C)cc1Br | -3
CCN(Cc1ccncc1)Cc1nc(-c2cccc(Cl)c2)no1 | 4
Cc1ccc(-c2n[nH]c(=S)n2/N=C/c2cc3c(cc2[N+](=O)[O-])OCO3)cc1 | 6
COC(=O)c1ccc(NC(=O)CN(Cc2ccc(Cl)cc2)S(=O)(=O)c2ccc(C)cc2)cc1 | -2
O=C(NC1CCCCC1)c1cccc2nc3ccccc3nc12 | 3
CCc1ccc(OCC(O)CN2CCN(c3ccccc3F)CC2)cc1 (stereo unspecified) | -7

An excerpt of these results, comma-delimited.
canonical_smiles,ROC1-CUL1 inh
Cc1ccc(OC(=O)c2ccco2)c(C)c1,0
CNC(=O)c1nc(C2CC(=O)N(c3cccc(Cl)c3)C2)[nH]c1C (stereo unspecified),7
CCCC(=O)Nc1ccc(-c2ccc(Br)cc2)cc1,3

Next part.
SMILES | ROC1-CUL1 inh
O=C(CSc1ncc(-c2ccccc2)[nH]1)Nc1cccc(Br)c1 | 5
Cc1ccc(N(CC(=O)NCc2ccc(F)cc2)S(=O)(=O)c2c(C)nn(C)c2C)cc1 | 3
COc1ccc(/C=C2\SC3(SC(C(=O)c4ccc5ccccc5c4)=NN3c3ccccc3)N(c3ccccc3)C2=O)cc1 (stereo unspecified) | 0
CCOc1ccc(CCNC(=O)c2ccc3c(c2)N(Cc2ccc(C)cc2)CCS3)cc1 | -6
COc1ccc(S(=O)(=O)N(CCc2ccccc2)CC(=O)Nc2cc(C)cc(C)c2)cc1OC | 9
COc1ccc(C(=O)N(c2ccc(C)cc2)S(=O)(=O)c2ccc(C)cc2)cc1 | -5
CCc1ccc(NC(=O)CSc2nnc(-c3cccc(C)c3)n2C)cc1 | -9
Cc1ccc(C)c(NC(=O)N2CCN(c3nnc(C)c4c(C)n(-c5ccccc5)nc34)CC2)c1 | 3
Cc1ccccc1Cn1c2ccccc2c2cnn(CC(=O)N3CCC(C)CC3)c(=O)c21 | 4
CCOc1ccc(/C=C2/SC(=Nc3ccc(CC)cc3)N(C)C2=O)cc1OCC | -9
CC(O)CCN1CCC(Oc2ccccc2C(=O)N2CCCCC2)CC1 (stereo unspecified) | -9
O=C(Cc1cccnc1)NC1CCCN(CCc2ccccc2)C1 (stereo unspecified) | -3
CCCCNc1nc2c(S(=O)(=O)c3ccc(C)cc3)nnn2c2ccsc12 | 4
CCOC(=O)c1nnn(CC(=O)NC(=O)Nc2ccccc2F)c1C(=O)OCC | -7
CCS(=O)(=O)N1CCCC(C(=O)Nc2cccc(C)c2)C1 (stereo unspecified) | -1
COc1ccc(C(=O)NCC(c2ccc(N(C)C)cc2)N2CCCC2)c(OC)c1 (stereo unspecified) | -4

By substructure, the compounds so far with a tert-butyl group (2)
SMILES | ROC1-CUL1 inh
CCCCN(CCCC)CCCN1C(=O)C(=O)C(C(=O)C(C)(C)C)C1c1ccc(O)c(OC)c1 (stereo unspecified) | 5
COc1ccc(NC(=O)C2CCCN2C(=O)OC(C)(C)C)cc1 (stereo unspecified) | 2
